PABP1 MLLE inh: inhibitors of PABP1 MLLE–PAM2 peptide binding, primary screen, biochemical, fluorescence polarization, FITC-PAM2, GST-MLLE. inhibition, % at 20 µM. 360,000 compounds, 0.36% hits; in the data active = inhibition above about 35%, passing the limit was not always enough;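 note: plate controls were DMSO wells with GST-MLLE for no effect and wells lacking GST-MLLE protein for full effect; some results filed as inactive read as strong as hits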
Target sequence (P11940 whole entry, looked up): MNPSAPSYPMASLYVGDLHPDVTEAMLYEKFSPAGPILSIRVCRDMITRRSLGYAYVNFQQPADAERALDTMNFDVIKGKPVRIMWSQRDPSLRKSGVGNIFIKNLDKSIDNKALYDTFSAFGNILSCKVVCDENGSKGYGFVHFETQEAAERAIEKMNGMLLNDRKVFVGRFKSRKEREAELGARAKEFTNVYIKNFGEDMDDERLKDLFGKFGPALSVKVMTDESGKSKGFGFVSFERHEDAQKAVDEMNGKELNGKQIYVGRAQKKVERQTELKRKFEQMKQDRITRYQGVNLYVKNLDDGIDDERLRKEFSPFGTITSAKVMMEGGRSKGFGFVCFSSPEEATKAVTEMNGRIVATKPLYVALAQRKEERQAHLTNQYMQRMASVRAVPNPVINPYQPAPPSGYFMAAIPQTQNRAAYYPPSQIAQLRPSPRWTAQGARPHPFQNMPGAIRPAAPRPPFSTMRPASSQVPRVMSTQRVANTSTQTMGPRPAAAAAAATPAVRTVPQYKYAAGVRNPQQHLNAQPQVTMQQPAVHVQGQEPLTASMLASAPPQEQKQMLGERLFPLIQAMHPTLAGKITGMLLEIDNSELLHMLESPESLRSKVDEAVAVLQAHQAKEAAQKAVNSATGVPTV
TbMetRS inhib: T. brucei MetRS inhibitors, primary screen, biochemical, luminescence; methionyl-tRNA synthetase (Trypanosoma brucei brucei); 360,000 compounds, 0.4% hits; inhibition, % at 11.9 µM; purified T. brucei MetRS, ATP depletion, Kinase-Glo luminescence;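 active = inhibition above a per-plate cutoff of the control wells' mean inhibition plus 3 SD, cut at about 5.5% in these data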;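 note: 0% = DMSO wells median and 100% = median of wells with control inhibitor compound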
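Material: T. brucei methionyl-tRNA synthetase, purified; reagent: substrates ATP, L-methionine and bulk Escherichia coli tRNA; dosing: 11.9 µM single point; timing: 15 min plus 2 h at 25 °C; detection: luminescence of leftover ATP; evaluation: % inhibition; control set: DMSO-only wells as low control; replicates: singlicate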
MT1-MMP act inh: blockers of MT1-MMP proenzyme processing, primary screen, HT1080 RFP-PRO-GFP cells, GFP/RFP fluorescence; Matrix metalloproteinase-14 (Homo sapiens), P50281; GFP/RFP ratio fluorescence, overnight; percent of plate control window, DMSO zero; GFP/RFP ratio change, % at 20 µM; 360,000 compounds, 0.061% hits;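 active = GFP/RFP ratio change of at least 30% with cell ATP level not reduced by more than half and red fluorescence within 50% of control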; note: strong numbers were not always called active
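Assay system – RFP-PRO-GFP reporter HT1080 cells · Compound dosing – single dose of 20 µM compound, 1% DMSO final · Incubation – overnight compound exposure at 37 °C · Measure – GFP/RFP fluorescence ratio · Benchmarks – DMSO wells and RFP-L50D-GFP cells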
MsrA act: bovine MsrA enzyme activators, primary screen, biochemical, absorbance, HTS; activation, % at 10.6 µM; purified bovine MsrA, absorbance read-out; Methionine sulfoxide reductase A (Bos taurus); 360,000 compounds, 0.3% hits; in the data active = activation above about 7.5%;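 note: 0% = vehicle and 100% = reference activator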
SKN-1 inh: suppressors of acrylamide-induced Pgst-4::GFP reporter in worms, primary screen, SKN-1 inhibitor project, whole organism, uHTS, GFP/RFP fluorescence ratio, strain VP596 | inhibition, % at 21.8 µM | AID 624304, 2012 | C. elegans VP596 Pgst-4::GFP/RFP ratio, 24 h | 360,000 compounds, 0.49% hits;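 active = interference check ratio from 0.5 to 1.5 plus GFP to RFP signal ratio inhibition reaching or exceeding a fixed threshold, cut at about 30% in these data, passing the limit was not always enough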; note: some compounds called inactive have numbers as strong as hits
FAS TE block: FAS thioesterase domain inhibitors, primary screen, biochemical, fluorescence intensity, uHTS. 360,000 compounds, 0.67% hits. recombinant FAS-TE, OMFH fluorogenic substrate, fluorescence endpoint. inhibition, % at 15 µM. Fatty acid synthase (Homo sapiens), P49327;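 active = compounds whose normalised, plate-corrected inhibition of enzyme fluorescence in the single-dose primary screen is 50% or more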;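 note: 0% = DMSO with enzyme and 100% = substrate without enzyme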
E coli Lon inh: inhibitors of E. coli Lon protease, primary screen, biochemical, fluorescence polarization; 360,000 compounds, 0.42% hits; inhibition, % at 7.94 µM; purified E. coli Lon protease; AID 602123, 2011; in the data active = inhibition above about 13%, passing the limit was not always enough;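 note: 0% = enzyme with probe and DMSO and 100% = no enzyme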
NRP1-CendR mod: modulators of CendR peptide binding to NRP-1, primary screen, biochemical, fluorescence polarization, uHTS; Neuropilin-1 (Homo sapiens), O14786; FAM-RPARPAR peptide binding to NRP-1; inhibition, % at 25 µM; 360,000 compounds, 0.85% hits;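 active = inhibition or corrected inhibition above about 18%, plus a signal ratio from 0.5 to 1.5, limit read from the data, passing the limit was not always enough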; note: strong numbers were not always called active
MsrA inh: bovine MsrA enzyme inhibitors, primary screen, biochemical, absorbance, HTS. purified bovine MsrA, absorbance read-out. inhibition, % at 15.5 µM. 360,000 compounds, 0.75% hits. AID 651718, 2012; in the data active = inhibition above about 4.5%;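 note: 0% = vehicle wells with enzyme and 100% = reference inhibitor wells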
Numbers without * were called inactive; . = no result given; & = joins results of further samples.

mol	PABP1 MLLE inh	TbMetRS inhib	MT1-MMP act inh	MsrA act	SKN-1 inh	FAS TE block	E coli Lon inh	NRP1-CendR mod	MsrA inh
CCCCNS(=O)(=O)c1ccc2nc(SCC(=O)c3ccc(C#N)cc3)[nH]c2c1	-48	0.1	2	1	11	-8	4	-13	1.6
Cc1ccc(SCCN)cc1C	-16	0.4	-3	0	2	-12	-5	12	-0.6
CN1CCN(C(=S)Nc2cc([N+](=O)[O-])ccc2Cl)CC1	11	0.5	-6	-8	-4	1	14	-7	1.1
CC(C)CCNC(=O)CCCOc1ccccc1	-4	-1.4	2	-3	23	-5	5	-7	-0.2
COCCNC(=O)C(c1cccs1)N(C(=O)Cn1nnc2ccccc21)c1cccc(C)c1 (stereo unspecified)	3	-1.1	0	-2	25	-10	1	14	-0.7
CC(=O)[C@H]1[C@H](C#N)C[C@H]2[C@@H]3CC=C4C[C@@H](O)CC[C@]4(C)[C@H]3CC[C@@]21C	-4	-0.8	4	0	2	7	9	-1	-1.3
CN1C(C(=O)Nc2ccc(OC(F)(F)F)cc2)=CC(c2ccco2)=NS1(=O)=O	8	0.4	-6	-5	2	13	-2	-3	1.1
Cn1cc(Br)c(C(=O)NC(=S)Nc2ccc(S(N)(=O)=O)cc2)n1	25	0.1	-2	0	6	-3	-3	10	1.5
O=C(COC(=O)c1cccc(Br)c1)NCCc1ccc(F)cc1	-5	-1.4	2	-10	4	-3	0	-2	-0.1
CC(=O)Nc1ccc(NC(=O)C2Cc3c(-c4cccc(C(C)=O)c4)ccnc3O2)cc1 (stereo unspecified)	3	-0.4	2	0	1	-9	-4	-1	-0.1
COc1cc(NS(=O)(=O)c2cccc3nsnc23)cc(OC)c1	-1	-1.5	5	-8	2	-5	-4	3	-0.1
COc1cccc(C=C(C#N)C(=O)c2ccccc2)c1	9	-1.0	-5	-7	-1	1	-4	-22	-0.2
Cc1ccccc1C1NC(c2ccccc2C)C(C)C(=O)C1C (stereo unspecified)	-4	-0.8	-6	-5	-24	14	10	-6	0.7
O=C(C1CCCN(S(=O)(=O)c2cccnc2)C1)N1CCN(c2ccccn2)CC1 (stereo unspecified)	0	-0.4	1	-4	-3	-2	-3	-13	2.2
O=C(CSc1nnc(-c2ccccc2F)o1)NC(=O)Cc1ccccc1	-4	0.2	2	-2	-1	-2	6	-15	0.1
Cc1cccc(NC(=O)CSc2nc3c(oc4ccccc43)c(=O)n2-c2ccccc2)c1	-8	-1.9	-2	-15	3	57*	-14	13	2.0
COc1ccc(/C=C2/SC(=S)NC2=O)cc1OCc1ccccc1	-25	-0.8	-2	-3	12	8	-20	-19	-0.8
CC(C)[C@H](NS(=O)(=O)c1ccc2c(c1)OCCO2)C(=O)OCC(=O)Nc1ccccc1	-7	0.4	7	-1	15	-2	-5	5	-0.1
CNC(=O)NC1CCCCc2sccc21 (stereo unspecified)	7	-1.2	-1	-13	-17	-8	0	-6	-0.4
C/C(N)=C(/C#N)C(=O)COC(=O)Cc1coc2cc(C)ccc12	-9	0.1	-6	-4	-1	40	-10	-24	0.9
COc1cc(/C=N/NC(=O)CSc2nc3ccccc3n2C)cc(OC)c1OC	-1	-1.1	1	-11	-2	-13	7	6	2.0
CCN(CC)S(=O)(=O)N1CCC(C(=O)NCC2COc3ccccc3O2)CC1 (stereo unspecified)	-9	0.0	8	-2	7	-4	-1	6	.
COc1cc(Cn2c3ccc(NC(=O)NCc4ccc(F)cc4)cc3c(=O)n2C)ccc1F	-13	0.8	9	-2	0	4	11	0	-0.7
Cc1ccc(C(=O)N/C(=C\c2ccc(-c3cccc([N+](=O)[O-])c3)o2)C(=O)NCCCN(C)C)cc1	-8	0.2	1	2	10	32	-4	-6	2.7
COc1ccc(NC(=O)CSc2nnc(COc3ccccc3)n2Cc2ccco2)cc1OC	-28	-0.2	-4	1	-11	2	-7	6	-0.9
COc1cccc(NC(=O)CCNC(=O)c2ccccc2Cl)c1	-4	-0.9	-2	-2	4	-4	-3	5	.
Cc1ccc(-c2nn(CC(=O)NCc3ccco3)c(=O)c3ccccc23)cc1	2	0.2	-2	1	1	-9	1	0	-0.6
Cc1cc(C)c2ccc(/C=N/O)nc2c1O	-2	-0.1	11	-7	-22	-14	1	-11	0.5
CC(C)=CCC/C(C)=C/CNC(=O)C[C@H]1C[C@H](C(=O)N2CCCCC2)[C@@]2(CCc3ccccc3)c3[nH]c4ccc(Cl)cc4c3CCN2C1=O	-3	-1.4	-6	-4	8	2	4	5	0.5
CCCc1nnc(SCC(=O)NC2CCCC2)n1CCOC	6	0.2	0	-2	-9	-9	-9	14	-1.1
Cc1ccc(S(=O)(=O)N2CCOCC2)cc1C(=O)N1CCc2ccccc21	-1	-0.2	-1	-4	1	-3	-6	2	-0.9
Cc1ccccc1OCC(O)Cn1c(Br)nc2c1c(=O)n(C)c(=O)n2C (stereo unspecified)	-2	-0.3	0	-3	4	-10	-6	-2	-0.3
Cn1cccc1C(=O)NCC(c1ccc(F)cc1)N1CCOCC1 (stereo unspecified)	-2	-0.6	1	-8	-15	-4	-12	0	-0.1
CCN(c1ccc(NC(=O)COC(=O)c2ccc(C)c(S(=O)(=O)N3CCOCC3)c2)cc1)C(C)C	-94	-0.9	2	-2	-16	14	-6	-16	1.1
Cc1cc(C)n(CCCNCC(O)c2ccccc2)n1 (stereo unspecified)	-3&-1	-0.2&0.1	2&1	-1&3	22&16	-5&-7	-8&-2	14&-2	0.0&0.6
O=C(NCc1ccc(Cl)cc1)C1CCN(S(=O)(=O)c2cccc3nonc23)CC1	6	-0.2	-2	0	-4	0	1	-1	0.6
Cn1cc(C(=O)c2ccccc2C(=O)O)cc1C(=O)C(Cl)(Cl)Cl	3	-0.9	-8	-6	-9	-4	-1	18	-0.9
O=C(Nc1ccc(F)cc1)c1cccc(N2C(=O)C3C4CCC(C4)C3C2=O)c1 (stereo unspecified)	13	0.1	3	-2	3	-6	6	-14	0.5
Cc1ccc(NC(=O)C[n+]2cc(-c3ccccc3)n3c2CCC3)cc1	-10	-0.1	2	-1	1	-6	-2	5	0.8
O=c1c2ccccc2nc2n1C(CSCc1ccc(Cl)cc1)CS2 (stereo unspecified)	13	-0.5	1	-2	-3	2	1	4	-0.1
O=C(CN1C(=O)C2CC=CCC2C1=O)Nc1ccccc1N1CCCC1 (stereo unspecified)	-4	-0.4	-10	0	20	-2	-7	1	1.2
O=C(COC(=O)c1cccc(F)c1)Nc1cccc(S(=O)(=O)N2CCOCC2)c1	-3	0.3	-2	1	-2	0	-4	-3	-0.8
O=C1NC[C@@H](CCCCN2CCN(CCC3CCCCC3)C(=O)C2=O)N(Cc2ccccc2)C1=O	.	-0.3	5	-3	6	-6	-4	13	1.2
COc1ccc(S(=O)(=O)Nc2ccc3c(c2)N(C(C)=O)CCC3)cc1OC	1	-0.2	-1	1	8	-6	-10	-8	-1.1
COc1ccc(NC(=O)CSc2nnc(NC(=O)c3ccco3)s2)cc1	7	-0.3	0	-1	1	-3	-5	-5	0.6
COc1cc(-c2coc3c(C(=O)NCc4ccc(OC)c(OC)c4)cccc23)ccc1O	-2	-0.1	7	-1	17	-2	-15	5	1.1
O=C(NC1CCC(O)CC1)c1ccc2c(c1)S(=O)(=O)N=C1CCCCCN12 (stereo unspecified)	2	-0.5	-1	-2	4	-5	-12	-11	0.8
COC(=O)c1noc(-c2ccc(C)cc2)n1	2	-0.1	10	-3	-28	-5	-2	2	3.2
CCC(C)NC(=O)CSc1ccc(S(=O)(=O)N2CCN(Cc3ccccc3)CC2)cn1 (stereo unspecified)	19	-0.3	2	-4	0	1	-1	6	0.3
Cc1ccc(N(CC(=O)NCCSCc2ccco2)S(=O)(=O)c2ccc(F)cc2)cc1	10	0.4	-1	-1	2	10	-7	-2	1.1

Continuation:
mol	PABP1 MLLE inh	TbMetRS inhib	MT1-MMP act inh	MsrA act	SKN-1 inh	FAS TE block	E coli Lon inh	NRP1-CendR mod	MsrA inh
O=C(Nc1cc([N+](=O)[O-])ccc1F)C1CC1	6	-1.1	-1	-10	0	2	7	1	-1.2
C/C=C(\C)CN1CCC(Oc2cccc(C(=O)NCc3ccccn3)c2)CC1	3	-0.3	-1	-3	-12	-4	-9	21	-0.7
Cc1ccc(S(=O)(=O)N=S(CC2CC2(Cl)Cl)CC2CC2(Cl)Cl)cc1 (stereo unspecified)	-5	-0.4	2	-6	4	1	0	10	-1.2
CC1CN(/C=C/C(=O)C(F)(F)F)CC(C)O1 (stereo unspecified)	10	1.9	-2	-1	6	-7	-6	6	3.0
Fc1ccc(Nc2ncnc3sc4c(c23)CCC4)cc1	21	1.0	-6	-4	14	7	-6	-3	-0.2
C=CCn1c(SCC)nc(O)cc1=O	-9	0.0	7	-2	2	-9	-12	4	-0.9
O=C(O)c1cccc(S(=O)(=O)N2CCN(C(c3ccccc3)c3ccccc3)CC2)c1	0	-0.8	-3	-8	-5	-8	-4	36*	-0.6
Cc1ccc(C(C)NC(=O)Cc2cccs2)cc1C (stereo unspecified)	-7	-0.8	0	-2	23	0	3	2	0.1
CCOC(=O)C1=C(C)NC(=O)NC1C(C)C (stereo unspecified)	-2	-0.1	-4	-2	8	-4	-5	1	0.9
O=C(CCn1cccn1)N1CCCC(N2CCN(c3cccc(C(F)(F)F)c3)CC2)C1 (stereo unspecified)	-5	-0.5	-1	-4	-1	-3	-16	9	0.8
COCCn1nnnc1C(CC(C)C)N1CCN(C(=O)c2ccco2)CC1 (stereo unspecified)	-9	-1.3	-4	-1	-3	-7	10	3	-0.9
COc1ccc(Cl)cc1NC(=O)Cn1cccc1	-6	0.3	-1	-2	6	-6	0	-8	0.6
Cc1ccc(Nc2cc(=O)[nH]c(=O)[nH]2)c(C)c1	19	-0.5	2	3	-4	-6	-1	-8	-1.1
Cc1noc(C)c1CSCC(=O)Nc1cc(S(=O)(=O)N2CCOCC2)ccc1OC(C)C	8	-0.6	3	-2	29	-1	7	-3	3.0
Cc1cc(C(=O)N2CCC2(C)C(=O)NS(=O)(=O)c2ccccc2Cl)nn1C (stereo unspecified)	-1	0.0	-1	-2	2	-10	-6	2	1.3

An excerpt from above, reduced to SKN-1 inh:
| smiles | SKN-1 inh |
| --- | --- |
| COCCn1nnnc1C(CC(C)C)N1CCN(C(=O)c2ccco2)CC1 (stereo unspecified) | -3 |
| COc1ccc(Cl)cc1NC(=O)Cn1cccc1 | 6 |

Source: PubChem (several laboratories)
